# Compound activity from PubChem.
# All columns: NCI-60 one-dose screen, growth in % after 48 h at 10 µM unless noted; 100 = growth as untreated, 0 = no growth, -100 = all killed.
# SF-295: SF-295 CNS cancer cells; 79,000 compounds, 5.6% hits; AID 1794758
# SNB-19: SNB-19 CNS cancer cells. 81,000 compounds, 2.5% hits
# KM12: KM12 colon cancer cells; AID 1794800; 82,000 compounds, 5% hits
# SF-268: SF-268 CNS cancer cells; 82,000 compounds, 3.1% hits; AID 1794759
# SF-539: SF-539 CNS cancer; 81,000 compounds, 6.8% hits; AID 1794752
# HCT-116: HCT-116 colon cancer; 82,000 compounds, 7.3% hits; AID 1794798
# U251: U251 CNS tumor cells. 80,000 compounds, 5.4% hits. AID 1794753
# SNB-75: SNB-75 CNS cancer. AID 1794750. 79,000 compounds, 5% hits
# HCC-2998: HCC-2998 colon cancer; 79,000 compounds, 4.7% hits; AID 1794799
# * hit, by the source's call; x = no result given; [ ] = dose if it differs, or a comment. How the source made its calls: active means growth percent below 10; inactive means the rest. Random draw from the library (roughly 11% active in at least one column).
SMILES,SF-295,SNB-19,KM12,SF-268,SF-539,HCT-116,U251,SNB-75,HCC-2998
Cc1ccc2sc3c(NCCN)nc4ccccc4c3c(=O)c2c1,105,81,14,75,71,7.9*,50,77,-33*
Cc1ccsc1[C@@H]1C[C@@H]2Cc3cc(F)ccc3N1O2,91,109,104,107,97,109,93,101,92
O=C1c2cccnc2C(=O)c2nc3cc(N4CCN(C5CC5)CC4)ccc3nc21,-89*,-82*,9.3*,12,-99*,0.9*,-33*,-65*,-81*
N#Cc1c(N=Cc2ccc(Cl)cc2)n[nH]c1Nc1ccccc1,102,88,100,95,91,99,108,96,102
O=C(CN1CCCCC1)Sc1nnc2sc3ccccc3n12,110,x,104,102,101,95,99,75,116
CC1(C)N=C(N)N=C(N)N1c1cccc(Br)c1,-8.4*,45,41,37,16,23,33,59,23
CSc1nc(N)c2c(n1)NC(c1ccc(Cl)cc1)C1CCc3ccccc3C1=N2 (centres undefined),107,94,107,99,109,84,102,74,103
CC(C)(C)NCC(O)c1ccc(O)c(CO)c1 (centres undefined),105,110,119,107,103,108,103,89,111
O=C(/C=C/c1ccccc1)CC(c1ccccc1)N1CCOCC1 (centres undefined),99,72,-81*,97,69,-97*,0.7*,105,21
COC(=O)c1c(I)cccc1[N+](=O)[O-],112,108,114,106,105,116,101,125,103
C/C(=C(/c1ccccc1)c1ccc(N2C(=O)c3cccc4c(NCc5ccccc5)ccc(c34)C2=O)cc1)c1ccccc1,96,97,91,102,99,87,99,95,109
COc1cc(C(=O)O)nc(N)n1,98,94,106,102,92,97,91,91,102
CC(=O)NC(C)(C)C(=O)N1CCC[C@H]1C(=O)NC(C)(C)C(=O)N[C@@H](C)C(=O)NC(C)(C)C(=O)N[C@@H](C)C(=O)N[C@@H](CCC(N)=O)C(=O)NC(C)(C)C(=O)N[C@H](C(=O)NC(C)(C)C(=O)NCC(=O)N[C@@H](CC(C)C)C(=O)NC(C)(C)C(=O)N1CCC[C@H]1C(=O)N[C@H](C(=O)NC(C)(C)C(=O)NC(C)(C)C(=O)N[C@@H](CCC(N)=O)C(=O)N[C@@H](CCC(N)=O)C(=O)N[C@H](CO)Cc1ccccc1)C(C)C)C(C)C,55[4.25 µM],53[4.25 µM],98[4.25 µM],64[4.25 µM],62[4.25 µM],68[4.25 µM],62[4.25 µM],33[4.25 µM],70[4.25 µM]
COc1ccc(CNC(=O)COc2ccc(/C=N/Nc3nc4ccccc4s3)cc2)cc1,47,37,1.5*,20,21,11,22,-2.8*,53
CC(=O)[C@H]1CCC2C3CCC4=CC(=O)CC[C@]4(C)C3CC[C@@]21C (some centres undefined),77,99,91,95,85,69,75,99,92
CC(C)=NNc1cnnc2ccc([N+](=O)[O-])cc12,105,109,100,93,98,112,93,75,115
Cc1cc(N2CCOCC2)nc(N[C@@H]2CCC[C@H](Nc3ccnc4cc(Cl)ccc34)C2)n1,-66*,35,21,19,-80*,-6.1*,-57*,-37*,11
COc1ccc(-c2nc(-c3nc4ccc(OC)cc4[nH]3)c3ccccn23)cc1,52,85,x,58,90,66,62,57,86
C=CCn1c(C)nc2cc(Nc3nc(N4CCOCC4)nc4nc[nH]c34)ccc21,85,95,101,99,87,91,91,80,100
O=C1NC(=O)C2C3C(C(O)(c4ccccc4)c4ccccn4)=CC(/C3=C(\c3ccccc3)c3ccccn3)C12 (centres undefined),118,89,104,107,108,95,104,109,102

# Another view of some results above:
SMILES	SF-295	SNB-19	KM12	SF-268	SF-539	HCT-116	U251	SNB-75	HCC-2998
Cc1ccc2sc3c(NCCN)nc4ccccc4c3c(=O)c2c1	105	81	14	75	71	7.9*	50	77	-33*
Cc1ccsc1[C@@H]1C[C@@H]2Cc3cc(F)ccc3N1O2	91	109	104	107	97	109	93	101	92
O=C1c2cccnc2C(=O)c2nc3cc(N4CCN(C5CC5)CC4)ccc3nc21	-89*	-82*	9.3*	12	-99*	0.9*	-33*	-65*	-81*
N#Cc1c(N=Cc2ccc(Cl)cc2)n[nH]c1Nc1ccccc1	102	88	100	95	91	99	108	96	102
O=C(CN1CCCCC1)Sc1nnc2sc3ccccc3n12	110	x	104	102	101	95	99	75	116
CC1(C)N=C(N)N=C(N)N1c1cccc(Br)c1	-8.4*	45	41	37	16	23	33	59	23
CSc1nc(N)c2c(n1)NC(c1ccc(Cl)cc1)C1CCc3ccccc3C1=N2 (centres undefined)	107	94	107	99	109	84	102	74	103
CC(C)(C)NCC(O)c1ccc(O)c(CO)c1 (centres undefined)	105	110	119	107	103	108	103	89	111
O=C(/C=C/c1ccccc1)CC(c1ccccc1)N1CCOCC1 (centres undefined)	99	72	-81*	97	69	-97*	0.7*	105	21
COC(=O)c1c(I)cccc1[N+](=O)[O-]	112	108	114	106	105	116	101	125	103

# Remaining list, next part
SMILES,SF-295,SNB-19,KM12,SF-268,SF-539,HCT-116,U251,SNB-75,HCC-2998
COc1cc(C(=O)/C=C/c2c(-c3ccc(Cl)cc3)nc3sc(-c4ccccc4)c(-c4ccccc4)n23)cc(OC)c1OC,97,88,78,102,88,50,88,73,88
CO[C@H](C(=O)[C@@H](O)[C@@H](C)O)[C@@H]1Cc2cc3cc(O[C@H]4C[C@@H](O[C@H]5C[C@@H](O)[C@H](O)C(C)O5)[C@H](O)C(C)(O)O4)cc(O)c3c(O)c2C(=O)[C@H]1O[C@H]1C[C@@H](O[C@H]2C[C@@H](O[C@H]3C[C@@H](OC)[C@H](O)C(C)O3)[C@@H](O)C(C)O2)[C@H](O)C(C)O1 (some centres undefined),14,24,15,35,9.9*,6.0*,6.6*,25,40
CC(C)c1ccc(CNCC(O)c2ccccc2)cc1 (centres undefined),107,104,101,114,99,101,104,97,102
COc1cc(C)c(C(O)(c2ccccc2)c2ccccc2)cc1C(C)C,104,98,97,96,96,97,96,93,104
Cc1nn2c(-c3nc4cc(C)c(C)cc4[nH]3)c(-c3ccccc3)nc2s1,x,105,97,80,85,86,102,73,109
N/C(Cc1nc2ccccc2s1)=N/O,99,87,84,94,105,84,85,90,98
N#Cc1c(-c2ccc(F)cc2)cc(-c2cccnc2)[nH]c1=O,99,99,103,98,96,101,100,77,97
O=C(O)Cc1ccc(Cl)cc1,98,108,113,105,99,77,104,102,108
COc1cc(NC(N)=NCCC(C)(C)Oc2ccc(C(F)(F)F)cc2)cnc1C#N,88,93,91,83,83,75,82,80,87
O=[N+]([O-])c1ccc(S(=O)(=O)Nc2ccsc2-c2nc(-c3ccccc3)no2)cc1,95,95,86,90,97,84,92,94,91
CC(=O)OCCOc1cc(Cl)c(Cl)cc1Cl,95,103,103,99,107,102,99,102,98
COc1cc2nc(Cl)nc(Nc3ccc(S(=O)(=O)Nc4cc(C)on4)cc3)c2cc1OC,100,100,106,113,94,97,102,86,112
CCN=NNc1ccc(C)cc1,93,100,101,96,115,87,91,87,109
CC1(C)N=C(N)N=C(N)N1c1cccc(CN)c1,95,100,101,101,99,91,99,74,100
Cc1ccc(Cl)cc1Nc1nc(C(F)(F)F)ccc1C(=O)N/N=C/c1cccnc1,-21*,37,35,28,27,25,2.9*,52,x
O=C(CSc1nc2ccccc2c(=O)[nH]1)c1ccc(-c2ccccc2)cc1,55,68,95,77,63,83,71,48,112
O=C(CSc1nc2ccccc2c(=O)[nH]1)NNC(=O)c1ccc([N+](=O)[O-])cc1,95,90,104,97,89,115,100,89,100
COc1ccc(NC(=O)Cn2cc(CSc3nc4ccccc4o3)nn2)cc1,105,101,105,102,96,101,99,88,113
COc1ccc(-c2c3c(nn2-c2ccc(N)cc2)CCc2cnoc2-3)cc1,90,93,85,86,91,85,96,50,99
COc1ccc(C(=O)C2=Cc3cc4ccccc4n3Cc3cnnn32)cc1,105,94,105,104,114,93,90,107,104
O=C(O)c1ccccc1Nc1ccccc1,101,104,105,104,97,90,96,88,114
c1ccc(CSc2ncnc3c2ncn3C2CCCCO2)cc1 (centres undefined),x,110,105,101,90,98,97,109,93
COc1ccc(C(=O)C2CC2c2ccc(Cl)cc2)cc1 (centres undefined),141,117,69,79,99,77,82,76,99
COc1ccc(-c2cc(-c3ccc(N(C)C)cc3)nc(NC(=O)c3cccnc3)n2)cc1,104,93,98,91,94,102,99,99,120
CC(=O)NNc1ccc([N+](=O)[O-])cc1,109,119,110,109,101,110,102,111,116
Cc1nn(-c2nc(-c3ccccc3)c(C#N)c(=O)n2C)c(C)c1N=Nc1ccc(S(N)(=O)=O)cc1,111,98,108,110,92,89,90,75,x
O=C(O)CCC(NC(=O)C1CCCCC1C(=O)O)C(=O)O (centres undefined),x,100,113,108,95,112,106,97,106
CCOC(=O)Nc1ccc(-c2nc(-c3cccc(O)c3)c(-c3ccnc(Br)c3)[nH]2)cc1,-14*,45,22,40,38,19,30,15,56
COc1ccc(CCN2C(=O)/C(=C/c3csc(C#N)n3)SC2=S)cc1OC,99,80,35,99,-1.5*,-69*,90,72,116
COCCOCCOCCOC(C)=O,101,100,101,104,94,93,99,84,107
Cc1cc(=S)[nH]c(=S)[nH]1,104,99,95,99,90,86,98,90,x
CC(=O)Nc1ccc(/C=N/Nc2nc3ccccc3s2)cc1,100,90,83,99,84,94,83,88,98
Cc1ccc(/C=C(\C#N)C(=O)c2ccccc2)cc1,81,96,x,126,101,109,x,77,104
O=C(c1nc2ccccc2[nH]1)C1C(c2cccs2)C2CC3CCCC[C@H]3N2[C@@]12C(=O)Nc1cc(Cl)ccc12 (some centres undefined),55,77,59,68,80,40,63,60,79
Cc1cccc2sc(/N=C(\N)C(Br)Br)nc12,29,47,9.8*,72,8.8*,-29*,9.0*,7.6*,5.0*
O=C(NCc1ccc(Cn2c(=O)sn(-c3ccc(Cl)cc3)c2=O)cc1)OCc1ccc2c(Cl)cc(Cl)c(O)c2n1,18,39,24,55,43,29,36,69,68
CN(C)C1CCC(NC2=CC(=O)C(NC3CCC(N(C)C)CC3)=CC2=O)CC1 (centres undefined),118,118,108,106,107,102,113,99,115
Cc1cc(=O)n2c(C(=O)N/N=C/c3ccccn3)nn(-c3ccc(S(N)(=O)=O)cc3)c2n1,99,99,101,96,98,97,99,98,102
CCCCCCCCCCCCCCCc1ccc(Cl)c(O)c1Cl (tested in a mixture with another compound),109,111,97,95,103,76,93,94,116
O=C(CSc1nnc(-c2ccc(Cl)cc2)o1)c1ccccc1,100,101,96,101,91,92,96,98,87
CC(C)C[C@H](NC(=O)Cn1ccccc1=O)B(O)O,93,91,108,110,73,79,100,88,112
O=C(O)c1cccc(N/C=C/C(=O)c2cc3ccccc3oc2=O)c1,103,101,102,97,98,98,102,77,123
CCCCCC/C(C)=C\C(=O)OCC,100,104,114,107,97,91,99,95,109
COc1cc(/C=N/NC(=O)COc2cc(=O)[nH]c3cc(C)ccc23)cc(OC)c1OC,104,91,101,100,99,105,97,106,101
Nc1nc(-c2ccccc2Br)cc(-c2cc3ccccc3oc2=O)n1,128,104,103,108,112,83,99,x,111
COc1ccc(/C=C/c2n(Cc3ccc4ccccc4c3)c3ccccc3[n+]2Cc2ccc3ccccc3c2)cc1,-96*,-95*,-85*,-81*,-95*,-95*,-94*,-96*,-84*
COc1ccc(OC(=O)c2ccc(Cl)cc2)cc1,105,x,96,90,98,100,99,92,111
N#Cc1c(Nc2ccc(F)cc2)n[nH]c1-c1cccs1,98,86,98,98,99,100,102,86,99
COc1cc(OC)cc(C2CC(=O)Nc3c2c(C)nn3-c2nc3ccccc3[nH]2)c1 (centres undefined),-63*,22,30,29,18,0.3*,17,-3.1*,69
C=C(C)[C@@H]1CC[C@]2(COC)CC[C@]3(C)[C@H](CC[C@@H]4[C@@]5(C)CCCNC(C)(C)[C@@H]5CC[C@]43C)[C@@H]12,58,67,38,79,52,-29*,22,76,-29*
ClC1=C(Cl)C(Cl)=C(Cl)C1=Cc1ccc(Cl)cc1,34,76,-70*,-69*,91,-84*,x,97,31
N#Cc1c(-c2ccccc2Br)cc(-c2ccc(Br)s2)[nH]c1=O,94,104,106,99,99,96,107,83,117
CCn1c(Sc2nnc(NC(=O)CCSC(=S)N3CCCCC3)s2)nc2c1c(=O)n(C)c(=O)n2C,102,98,98,93,87,78,99,67,103
CC(=O)Nc1nc(C)c(S(=O)(=O)Cl)s1,95,107,100,104,102,104,109,110,111
C=C(C)COC(=O)c1ccccc1,100,96,108,113,104,96,99,94,98
CCOC(=O)C(Br)=P(c1ccccc1)(c1ccccc1)c1ccccc1,110,114,112,120,101,110,88,118,109
COc1ccc(OC)c(/C=C/c2ccc([N+](=O)[O-])cc2)c1,108,89,96,92,91,100,90,80,107
Cc1ccc(C=C2C(=O)NC(=O)NC2=O)cc1,104,106,108,100,111,108,99,92,112
Nc1nc2c(c(=O)[nH]1)C(c1ccc(Cl)cc1)C=C(C(=O)O)N2 (centres undefined),x,127,110,111,99,99,102,99,106
CCn1c(Sc2nnc(/N=C3\NC(=O)/C(=C/c4ccc([N+](=O)[O-])cc4)S3)s2)nc2c1c(=O)n(C)c(=O)n2C,104,94,98,90,94,97,33,96,104
O=S(=O)(O)Sc1ccccc1,x,119,105,101,98,110,102,112,98
Nc1ccc(Sc2ccc(N)cc2S(=O)(=O)O)c(S(=O)(=O)O)c1,88,86,102,93,88,89,91,96,87

# Two neighbouring entries already listed, quoted:
SMILES,SF-295,SNB-19,KM12,SF-268,SF-539,HCT-116,U251,SNB-75,HCC-2998
CC(C)C[C@H](NC(=O)Cn1ccccc1=O)B(O)O,93,91,108,110,73,79,100,88,112
O=C(O)c1cccc(N/C=C/C(=O)c2cc3ccccc3oc2=O)c1,103,101,102,97,98,98,102,77,123
